influenza NS1A: NS1A inhibition, H1N1 influenza, cell based functional assay (AID 504329); 340,000 compounds, 0.3% hits; NS1A functional cell-based assay, percent inhibition; higher % means a stronger effect; inhibition, % at 12.5 µM, or IC50 in µM where a hit was titrated; in the data active means a potency from the dose series; inconclusive means inhibition above about 27% without an active follow-up result; further: strong numbers were not always called active
M. tuberculosis HTS: M. tuberculosis growth inhibition, HTS (AID 449762). M. tuberculosis H37Rv growth inhibition, 7H9 media; higher % means a stronger effect. inhibition, % at 25 µM; hits with a dose series show IC50 in µM. 330,000 compounds, 0.59% hits; in the data active means a potency from the dose series; inconclusive means inhibition above about 70% without an active follow-up result;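 further: bacterial growth assessed after seven days of incubation; strong numbers were not always called active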
Salmonella PhoP GFP: PhoP regulon inhibitors, Salmonella typhi PhoP promoter GFP reporter, confirmatory (AID 1850); 310,000 compounds, 0.33% hits; one-dose inhibition, % at 50 µM; IC50 in µM for titrated hits; Salmonella Typhi PhoP-promoter GFP reporter, fluorescence, 4 h; higher % means a stronger effect; in the data active means a potency from the dose series; inconclusive means inhibition mostly from about 25% at the one dose, without a potency; inactive means the rest, 99 in 100 with inhibition below about 19%;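 further: 0% = induced wells with vehicle and 100% = uninduced wells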
inhibitors of VEEV: inhibitors of VEEV TC-83 cytopathic effect, confirmation, Vero cells (AID 588727). 350,000 compounds, 0.13% hits. one-dose inhibition, % at 20 µM; IC50 in µM for titrated hits. Vero cells, VEEV TC-83 cytopathic effect inhibition; higher % means a stronger effect; in the data active means a potency from the dose series; inconclusive means inhibition mostly from about 14% at the one dose, without a potency; inactive means the rest, 99 in 100 with inhibition below about 12%; further: strong numbers were not always called active
tuberculosis growth: growth inhibition of non-replicating M. tuberculosis (AID 488890); Mycobacterium tuberculosis non-replicating, growth inhibition; higher % means a stronger effect; 320,000 compounds, 0.39% hits; inhibition, % at 25 µM, or IC50 in µM where a hit was titrated; in the data active means a potency from the dose series; inconclusive means inhibition mostly from about 82% at the one dose, without a potency; inactive means the rest, 99 in 100 with inhibition below about 76%;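 further: plate controls were DMSO cells for no effect and high antibiotic wells for full effect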
inhibitors of VEEV 10K pilot screen: further read-out of inhibitors of VEEV, marked with its call; inhibition, %; measured here: 10K pilot screen inhibition
Active calls of the source: *; i = inactive; ? = inconclusive; . = no result given; & = joins results of further samples.

SMILES	influenza NS1A	M. tuberculosis HTS	Salmonella PhoP GFP	inhibitors of VEEV	tuberculosis growth	others
CCN(C1=NS(=O)(=O)c2ccccc21)N(CC)S(=O)(=O)c1ccc(C)cc1	-13%	-7%	-7%	0.5%	-5%	inhibitors of VEEV 10K pilot screen=1.7
O=C(CCS(=O)(=O)Cc1cccc(Cl)c1)NCCc1ccccc1	-4%	5%	10%	i	22%
CC(Sc1ccccc1)C(=O)NNC(=O)c1csc(N2CCOCC2)n1 (stereo not drawn)	-3%	7%	-2%	3.6%	-16%
CCOc1cc(/C=N/N2CCN(Cc3ccccc3)CC2)ccc1O	4%	0%	-2%	0.4%	15%
O=C(N/N=C/C(Cl)=C/c1ccccc1)c1ccco1	-14%	21%	2%	1.8%	-7%
O=C(NCC(c1ccco1)N1CCN(c2ccccc2)CC1)C(=O)NC1CC1 (stereo not drawn)	-2%	-1%	2%	2.7%	-3%
CCC(=O)N1CC(C)C(=O)Nc2ccccc21 (stereo not drawn)	0%	-5%	-4%	0.8%	0%
CCCOC(=O)c1cccc(NC(=O)c2cccnc2)c1	-6%	3%	-7%	3.3%	14%
CC(C)(C)CC(C)(C)N1CNC(=S)NC1	-32%	6%	-3%	0.1%	-13%
O=C(O)CN1CCc2ccccc2C1	-9%	4%	-4%	0.5%	13%
CC(C)c1ccc(NC(=O)C(=O)c2cn(CC(=O)N3CCCCC3)c3ccccc23)cc1	3%	17%	-7%	2.5%	-12%	inhibitors of VEEV 10K pilot screen=8.4
COc1ccc(CCC(C)NCc2ccc(Cl)c(Cl)c2)cc1 (stereo not drawn)	-5%	2%	6%	i	78%

The closing seven compounds of the section before come first, to join the parts.
SMILES	influenza NS1A	M. tuberculosis HTS	Salmonella PhoP GFP	inhibitors of VEEV	tuberculosis growth	others
O=C(NCC(c1ccco1)N1CCN(c2ccccc2)CC1)C(=O)NC1CC1 (stereo not drawn)	-2%	-1%	2%	2.7%	-3%
CCC(=O)N1CC(C)C(=O)Nc2ccccc21 (stereo not drawn)	0%	-5%	-4%	0.8%	0%
CCCOC(=O)c1cccc(NC(=O)c2cccnc2)c1	-6%	3%	-7%	3.3%	14%
CC(C)(C)CC(C)(C)N1CNC(=S)NC1	-32%	6%	-3%	0.1%	-13%
O=C(O)CN1CCc2ccccc2C1	-9%	4%	-4%	0.5%	13%
CC(C)c1ccc(NC(=O)C(=O)c2cn(CC(=O)N3CCCCC3)c3ccccc23)cc1	3%	17%	-7%	2.5%	-12%	inhibitors of VEEV 10K pilot screen=8.4
COc1ccc(CCC(C)NCc2ccc(Cl)c(Cl)c2)cc1 (stereo not drawn)	-5%	2%	6%	i	78%
Cc1ccc(C(=O)OCC(=O)N2CCCC2)cc1	5%	5%	11%	2.8%	59%
O=C(/C=C/c1c(F)cccc1Cl)Nc1ccc(S(=O)(=O)Nc2ncccn2)cc1	3%	-4%	-12%	1.2%	6%
CCn1nc(CC(=O)Nc2nnc(CC(=O)N3CCCC3)s2)c2ccccc2c1=O	1%	-4%	-3%	4.2%	-4%	inhibitors of VEEV 10K pilot screen=0.7
COc1ccc(-n2c(SCC(=O)NCc3cccs3)nnc2-c2ccoc2C)cc1	5%	1%	15%	1.1%	15%
CC1(C#CC[N+]2(C)CCCCC2)CCC2C(O1)c1ccccc1OC2(C)C (stereo not drawn)	-4%	-2%	0%	1.1%	52%
O=C1C=C(c2ccccc2)C[C@@H](c2ccc(Cl)cc2)C1	-8%	13%	.	1.9%	2%
CCOc1ccccc1OCCCOc1ccc(C)cc1Br	-10%	2%	-2%	1.6%	7%
Cc1cccc(N(C(=O)Cc2cccs2)C(C(=O)NC2CCCC2)c2ccncc2)c1 (stereo not drawn)	-9%	-4%	-5%	2.3%	-5%
CCc1ccc(-n2c(SCC(=O)N3Cc4ccccc4CC3C(=O)O)nnc2-c2ccncc2)cc1 (stereo not drawn)	-17%	-9%	-5%	0.6%	-1%
CNC(=S)N(Cc1ccco1)Cc1cc2cc3c(cc2[nH]c1=O)OCCO3	14%	1%	-6%	5.1%	20%
COc1ccc(OCC(=O)N2CCCC2=O)c([N+](=O)[O-])c1	4%	-25%	-7%	2.1%	-3%
CC1Cc2ccccc2N1C(=O)COC(=O)/C=C/c1cccc(F)c1 (stereo not drawn)	-6%	1%	.	3.1%	27%
CCCCn1c(N)c(N(CC(C)C)C(=O)c2ccc(OCc3c(C)noc3C)cc2)c(=O)[nH]c1=O	-13%	-4%	7%	1.7%	-2%
CC(C)N1CCN(C(=O)c2cccc(Cl)c2)CC1	-9%	-3%	-4%	0.3%	-16%
CC(=O)Nc1ccc(N/C=C2/CCCC2=O)cc1	-18%	-8%	7%	i	-8%
O=C(CSc1nc(-c2cccs2)cc(C(F)(F)F)n1)Nc1cc(OCC(F)(F)F)cc([N+](=O)[O-])c1	-3%	-7%	-7%	0.4%	-4%
Cc1ccc(/C(O)=C/c2nc3cc(C)ccc3oc2=O)cc1	.	5%	-49%	0.1%	.
Cc1occc1C(=O)Nc1cccc(C(=O)NCc2ccccc2)c1	2%	0%	11%	3.7%	20%
COc1cc(/C=C/C(=O)OC(C)C(=O)Nc2c(C)n(C)n(-c3ccccc3)c2=O)ccc1O (stereo not drawn)	6%	8%	0%	2.5%	0%
O=C(CCCN1C(=O)c2ccccc2C1=O)NC1CCCCCC1	5%	-8%	5%	0.7%	-13%
COc1cccc(/C=C/C(=O)N2CC(C)OC(C)C2)c1OC (stereo not drawn)	3%	-6%	-3%	i	1%
NNC(=O)C(=O)Nc1ccc(O)cc1	-31%	-2%	15%	1.1%	8%
COc1ccc(CN2CC(=O)N3[C@H]4c5cc(C)ccc5OC[C@@H]4[C@H](c4ccccc4)[C@]3(C)C2=O)cc1	2%	3%	.	6.4%	32%
CN1CCN(c2ccc(S(=O)(=O)N3CCCCC3)cn2)CC1	0%	7%	-23%	1.2%	30%
CCN(C[C@H]1N[C@@](C)(C(=O)OC)[C@H]2C(=O)N(C)C(=O)[C@@H]12)S(=O)(=O)c1ccc(F)cc1	-2%	3%	.	0.3%	-10%
CCCc1cc(=O)n2[nH]c(C)nc2n1	-2%	10%	19%	i	10%
Oc1ccc(C23CC4CC(CC(C4)C2)C3)cc1O	27%	0%	1%	i	63%
CCCCc1n(CC(=O)c2ccc(Cl)cc2)c2ccccc2[n+]1C	7%	3%	0%	i	33%
C[C@@H]1CN([C@@H](C)CO)C(=O)Cc2cc(NC(=O)Nc3ccc(C(F)(F)F)cc3)ccc2O[C@@H]1CN(C)S(=O)(=O)c1ccc(Cl)cc1	-7%	?	.	2.5%	28%
COC(=O)c1c(-c2ccc(OC)cc2)sc2cc3c(cc12)OCO3	-16%	1%	.	0.8%	-5%
N/C(=N\O)c1ccccc1-n1cccc1	4%	-8%	4%	0.8%	-1%
O=C(CN1C(=O)CCSc2ccccc21)Nc1ccccc1	-1%	-5%	-10%	i	16%
O=C(NC[P+](=O)O)OCc1ccccc1	1%	-1%	-10%	3.1%	6%
CC(C)CC(NC(=O)C1CCC(C)CC1)C(=O)NCc1ccco1 (stereo not drawn)	8%	-3%	-20%	i	8%
O=C(C1CC(c2ccc(F)cc2)=NO1)N1CCCc2ccccc21 (stereo not drawn)	0%	7%	4%	7.1%	33%
CCCCNCCCOc1cccc(Cl)c1	-9%	-6%	3%	i	45%
O=C(CSCSCC(=O)NCC1CCCO1)NCC1CCCO1 (stereo not drawn)	4%	1%	19%	i	-8%
CC(=O)c1nnn(-c2ccc(Cl)cc2C#N)c1C	-8%	1%	9%	2.8%	-17%
COc1cc(Br)c(C(C)NC(=O)c2ccccc2)cc1OC (stereo not drawn)	2%	-3%	2%	i	36%
O=C(NC1CCN(Cc2ccccc2)CC1)c1ccc(Cn2c(=S)[nH]c3ccc(N4CCOCC4)cc3c2=O)cc1	16%	8%	-7%	2.2%	60%
COc1ccc(CCNC(=O)CNC(=O)c2nn(-c3ccc(OC)c(OC)c3)c(=O)c3ccccc23)cc1OC	3%	4%	0%	6.1%	-6%
COCCn1c(-c2ccsc2)nc2c1c(=O)[nH]c(=O)n2CC(C)C	9%	4%	-7%	7.5%	-4%
Cc1nn(Cc2c(F)c(F)c(F)c(F)c2F)c(C)c1NC(=O)c1ccc(COc2cc(Cl)ccc2Cl)cc1	1%	-4%	3%	0.1%	-4%
CCCn1nc(NS(C)(=O)=O)c2cc3cccc(C)c3nc21	0%	5%	-8%	4.1%	13%
O=C(CCc1nc2ccccc2c(=O)[nH]1)N1CCN(S(=O)(=O)c2cccc([N+](=O)[O-])c2)CC1	1%	-7%	0%	0.8%	-3%
CC(=O)OCC1=C(C(=O)O)N2C(=O)[C@@H](NC(=O)Cc3cccs3)[C@H]2SC1	3%	0%	-3%&-2%	1.0%	19%
COc1ccc(-n2c(Cn3nnc4ccccc43)n[nH]c2=S)cc1	4%	-2%	12%	i	-4%
COc1cccc(C(CC(=O)NCCN2CCOCC2)NS(=O)(=O)c2ccc(C)cc2)c1OC (stereo not drawn)	0%	-14%	-5%	0.9%	-10%

Continued (two carried over from the part before).
SMILES	influenza NS1A	M. tuberculosis HTS	Salmonella PhoP GFP	inhibitors of VEEV	tuberculosis growth	others
COc1ccc(-n2c(Cn3nnc4ccccc43)n[nH]c2=S)cc1	4%	-2%	12%	i	-4%
COc1cccc(C(CC(=O)NCCN2CCOCC2)NS(=O)(=O)c2ccc(C)cc2)c1OC (stereo not drawn)	0%	-14%	-5%	0.9%	-10%
CC(C)NC(=O)NC(=O)COC(=O)c1ccccc1Oc1ccccc1	1%	3%	3%	13%	17%
O[C@@H]1[C@@H](O)C=C2CCN3Cc4cc5c(cc4[C@H]1C23)OCO5 (stereo partly drawn)	6%	6%	-2%	>25µM*	5%
COc1cc(-c2nc3cnccn3c2Nc2c(C)cccc2C)ccc1O	9%	-1%	-1%	0.3%	4%
COc1ccc(NC(=O)CCN2C(=O)c3ccccc3C2=O)cc1	-6%	-3%	-4%	0.1%	-22%
Cc1onc(-c2ccccc2)c1C(=O)NCc1ccco1	9%	-10%	-6%	0.8%	0%
COCCn1c(SCC#N)nnc1-c1ccc([N+](=O)[O-])cc1	-6%	-6%	-9%	i	-4%
O=[N+]([O-])c1ccccc1S(=O)(=O)N1CCCC(C(F)(F)F)C1 (stereo not drawn)	-31%	8%	1%	i	31%
Cc1cccc(NC(=O)c2cc(S(=O)(=O)c3ccccc3)ccc2Cl)c1	14%	7%	-6%	0.1%	-1%
Cc1oc(C(C)(C)C)cc1C(=O)Nc1ccc(N2CCOCC2)cc1	2%	-6%	11%	2.8%	11%
O=C(Nc1ccccc1N1CCCCC1)c1ccc(F)cc1	10%	21%	4%	0.8%	60%
COc1ccccc1NC(=O)COC(=O)Cc1c[nH]c2ccccc12	-2%	-1%	-11%	1.0%	24%
CC(C)C(=O)Nc1nnn(C)n1	-10%	-6%	1%	i	11%
COc1ccc(NC(=O)COc2cccc3c2OC(C)(C)C3)c(OC)c1	0%	.	.	7.8%	.
Cc1ccc(N2CC(NS(=O)(=O)c3cccnc3)CC2=O)cc1C (stereo not drawn)	0%	5%	4%	5.0%	5%
COc1ccc2c(c1)CC[C@@H]1[C@@H]2CC[C@]2(C)C(=O)CC[C@@H]12	-1%	3%	-5%	0.9%	2%
Cc1ccc2nc(N3CCC(C(=O)NC4CCCCC4)CC3)sc2c1	2%	6%	3%	1.4%	13%
CCc1ccc(OCC2c3cc(OC)c(OC)cc3CCN2C(C)=O)cc1 (stereo not drawn)	-1%	10%	0%	0.1%	-3%
CC(C)CN(CC(C)C)C(=O)CN1C(=O)NC2(CCc3ccccc3C2)C1=O (stereo not drawn)	0%	-1%	3%	i	-6%
Cc1ccc(S(=O)(=O)N2CCOCC2)cc1NC(=O)COC(=O)CNC(=O)c1ccccc1	-9%	-1%	-4%	0.4%	-9%
CCOC(=O)N1CCN(C(=O)COc2cccc3c2CCN(Cc2ccc(F)cc2)C3=O)CC1	-12%	8%	-10%	2.7%	20%
COc1cc(/C=N/NC(=O)CN2CCOCC2)ccc1OCc1ccccc1	4%	-2%	6%	0.9%	-17%
COc1ccc(C(CNC(=O)CSc2ccccc2C)N(C)C)cc1 (stereo not drawn)	8%	-6%	5%	i	31%
COc1ccc(CC(=O)NNC(=O)c2cc(C)[nH]n2)cc1	1%	-1%	-2%	i	10%
